# From PubChem
# PrPC TRFRET = reduces human prion protein on the cell surface; P04156; cell surface PrPC, TR-FRET read-out; inhibition, % at 13.8 µM; actives 0.43% (n = 370,000); in the data active means inhibition above about 24%; further: 0% = median of the test wells and 100% = reference compound wells
# FadD28 binding = M. tuberculosis FadD28 bisubstrate binding inhibition; actives 0.22% (n = 360,000); AID 588549; inhibition, % at 12.5 µM; FadD28 bisubstrate probe binding, fluorescence polarization; in the data active means inhibition above about 8.5%, passing the limit was not always enough; inconclusive means no clear call, values can overlap the other calls
# BoNT-F LC inh = inhibitors of Botulinum neurotoxin F light chain protease | Multiplex microsphere protease cleavage assay, flow cytometry | inhibition, % at 10 µM | actives 0.22% (n = 360,000) | AID 588497; in the data active means inhibition above about 35%, passing the limit was not always enough; inconclusive means no clear call, values can overlap the other calls; further: plate controls were buffer without enzyme for full effect and enzyme alone for no effect
# BoNT-A LC inh2 = inhibitors of Botulinum neurotoxin A light chain protease. multiplex microsphere protease substrate cleavage, flow cytometry. inhibition, % at 10 µM. actives 0.17% (n = 360,000). AID 588499; in the data active means inhibition above about 30%; inconclusive means no clear call, values can overlap the other calls; further: plate controls were buffer without enzyme for full effect and enzyme alone for no effect
# Mtb BioA inh = blocks M. tuberculosis BioA enzyme activity; purified M. tuberculosis BioA enzyme, plate reader; inhibition, % at 9.99 µM; actives 0.096% (n = 360,000); AID 602481; in the data active means inhibition above about 40%; inconclusive means no clear call, values can overlap the other calls
# Mtb UGM inh = blocks M. tuberculosis UGM enzyme. actives 0.06% (n = 320,000). inhibition, % at 10 µM. purified UGM, fluorescence polarization probe displacement; in the data active means inhibition above about 10%, passing the limit was not always enough; inconclusive means no clear call, values can overlap the other calls
# Target sequence (P9WIQ1 whole entry, looked up): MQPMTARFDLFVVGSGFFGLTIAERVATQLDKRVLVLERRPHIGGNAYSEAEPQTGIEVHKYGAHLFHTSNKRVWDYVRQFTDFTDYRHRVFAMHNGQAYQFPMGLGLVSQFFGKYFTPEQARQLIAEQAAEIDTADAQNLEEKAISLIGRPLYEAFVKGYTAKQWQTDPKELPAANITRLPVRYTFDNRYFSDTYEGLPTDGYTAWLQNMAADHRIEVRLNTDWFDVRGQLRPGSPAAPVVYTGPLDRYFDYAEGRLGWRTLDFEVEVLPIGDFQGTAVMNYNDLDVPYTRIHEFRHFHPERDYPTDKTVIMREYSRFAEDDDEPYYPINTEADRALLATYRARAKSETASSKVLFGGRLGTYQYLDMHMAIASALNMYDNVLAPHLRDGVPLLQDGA
# GDH-TPI inh = inhibits GDH-TPI coupling enzymes, artifact for Mtb FBA screen; actives 1.2% (n = 360,000); GDH-TPI coupled enzyme counterscreen, NADH absorbance; inhibition, % at 4.8 µM; AID 588335;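 further: 0% = DMSO wells and 100% = wells lacking the enzyme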
# FBA Mtb inh = inhibitors of M. tuberculosis fructose-bisphosphate aldolase; P9WQA3; AID 588726; inhibition, % at 1 µM; actives 2.3% (n = 360,000); purified M. tuberculosis FBA, fluorescence read-out; in the data active means inhibition above about 27%;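 further: 0% = vehicle and 100% = reference inhibitor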
# Target sequence (P9WQA3 whole entry, looked up): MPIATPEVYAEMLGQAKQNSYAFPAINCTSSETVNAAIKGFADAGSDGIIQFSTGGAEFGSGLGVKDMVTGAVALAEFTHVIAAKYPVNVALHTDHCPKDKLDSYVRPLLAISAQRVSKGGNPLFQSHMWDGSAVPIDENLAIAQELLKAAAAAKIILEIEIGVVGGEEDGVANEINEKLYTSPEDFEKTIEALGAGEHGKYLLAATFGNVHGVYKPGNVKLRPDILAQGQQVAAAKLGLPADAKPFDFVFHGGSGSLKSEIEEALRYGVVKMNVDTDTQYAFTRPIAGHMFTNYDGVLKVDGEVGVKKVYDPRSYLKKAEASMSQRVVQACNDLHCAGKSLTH
# CCHF vOTU inh = CCHFV vOTU protease inhibition; Pep-AMC fluorescence; actives 0.55% (n = 370,000); inhibition, % at 11.5 µM; AID 651958; further: 0% = vehicle wells with enzyme and 100% = no enzyme wells
# * marks the source's active call; other numbers are inactive results; ? = inconclusive; . = no result given; + = active, no number. Unless noted, no stated cut-off is given here; in the data, active means inhibition above about 30%; inactive means the rest. No enrichment for hits (roughly 4.8% active in at least one column).
SMILES,PrPC TRFRET,FadD28 binding,BoNT-F LC inh,BoNT-A LC inh2,Mtb BioA inh,Mtb UGM inh,GDH-TPI inh,FBA Mtb inh,CCHF vOTU inh
Cc1ccccc1NC(=O)CN1C(=O)NC2(CCCCC2)C1=O,-2,-0.6,-14,-0.3,.,-1.8,4,2,-3
Cn1nc(C(=O)OCC(=O)NCc2ccc(Cl)cc2Cl)c2ccccc2c1=O,0,-1.4,-1,-0.2,-0.2,.,12,3,10
C/C(=N\Nc1nc(C)cc(-c2ccccc2)n1)c1ccc(O)cc1,4,-0.4,-14,-4.7,-1.6,-1.0,22,2,5
COCCCNC(=O)C1CCN(c2ncccn2)CC1,-5,-2.0,-1,0.4,-0.3,-2.7,-3,10,-3
O=c1[nH]c2cc3c(cc2cc1CN(Cc1cccnc1)C(=S)NCc1ccco1)OCO3,-7,-4.4,0,-0.3,.,0.8,0,10,-11
O=C(CSc1ccccc1Cl)N1CCOCC1,-4,0.1,-4,-1.6,1.3,-0.5,-1,0,-10
COC(=O)c1ccc(NC(=O)Cn2nc(C)c3ccccc3c2=O)cc1,-9,-0.7,9,-2.0,-0.3,0.2,8,2,-13
CCC(=O)OCC(=O)Nc1cc([N+](=O)[O-])ccc1OC,1,-1.1,-5,-0.4,.,-0.9,-1,-9,-1
CCCCC(C)Sc1nc2c([nH]1)c(=S)n(C)c(=O)n2C (configuration not stated),0,-1.0,-4,0.2,-0.2,.,31*,-3,19
Cc1cc([N+](=O)[O-])ccc1NC(=O)/C=C/c1cccs1,-24,-3.2,-2,1.4,.,-2.2,20,-3,-3
C1=CCN(c2nc(N3CCOCC3)nc(N3CCCc4ccccc43)n2)CC1,0,-0.5,-2,-0.2,0.0,.,0,-2,2
O=S(=O)(N1CCCCCC1)N1CCN(S(=O)(=O)N2CCCCC2)CC1,1,-3.6,3,1.3,-0.2,.,-4,0,-2
CCc1cccc(C)c1NC(=O)CCCN1C(=O)NC(C)(C)C1=O,-4,0.1,-11,0.4,-0.1,-2.6,-4,-1,-10
Cc1ccc(N2CC(C(=O)NCc3nnnn3-c3ccc(C)c(C)c3)CC2=O)cc1 (configuration not stated),-4,1.2,7,-1.1,0.9,-1.7,11,1,6
Cc1ccc(S(=O)(=O)Nc2c(C)n(C)n(-c3ccccc3)c2=O)cc1C(=O)NCc1ccccc1,-4,-0.1,-4,0.0,1.6,0.8,-4,-2,-17
Cc1cccc2sc(NNC(=O)c3cc(=O)c4ccccc4o3)nc12,6,1.7,-8,0.2,0.2,1.1,19,3,12
COc1ccc(OCc2nnc(SCC(=O)Nc3cccc(C(C)=O)c3)o2)cc1,2,0.1,-4,0.3,-2.3,-0.6,2,2,10
CC1CCCC(NC(=O)CSc2ncnc3ccccc23)C1C (configuration not stated),5,-2.0,.,.,-1.9,-1.2,3,5,-3
O=C(CSc1ncnc2ccccc12)N1CCNC1=O,13,1.1,5,0.8,-0.6,0.3,17,0,7
CC1CC(=O)C(C2c3ccccc3CCN2C(=O)CCl)C(=O)C1 (configuration not stated),1,-1.0,-6,-0.2,.,-2.9,7,1,-2
O=C1[C@H]2[C@@H](/C=C/c3ccccc3)N3C(=O)CN(CC4CC4)C(=O)[C@@]3(Cc3ccccc3)[C@H]2C(=O)N1c1ccccc1,1,-1.3,-9,-0.1,-1.6,0.0,-4,1,7
O=[N+]([O-])c1ccc(N2CCCC2)nc1,-14,-2.5,.,.,0.3,0.7,11,-4,1
CC1(O)N(CCC(=O)Nc2cccc(F)c2)C(=O)OC12CCCCC2 (configuration not stated),2,-2.4,0,0.6,.,0.7,1,2,-7
c1ccc(-n2cnc3ccccc32)nc1,11,-0.7,?,0.4,-1.7,-3.4,4,0,1

# A few values from above:
# C1=CCN(c2nc(N3CCOCC3)nc(N3CCCc4ccccc43)n2)CC1 @ FBA Mtb inh = -2
# O=c1[nH]c2cc3c(cc2cc1CN(Cc1cccnc1)C(=S)NCc1ccco1)OCO3 @ FBA Mtb inh = 10
# O=C(CSc1ccccc1Cl)N1CCOCC1 @ Mtb BioA inh = 1.3
# O=[N+]([O-])c1ccc(N2CCCC2)nc1 @ CCHF vOTU inh = 1
# Cc1ccc(N2CC(C(=O)NCc3nnnn3-c3ccc(C)c(C)c3)CC2=O)cc1 (configuration not stated) @ FBA Mtb inh = 1
# Cc1ccccc1NC(=O)CN1C(=O)NC2(CCCCC2)C1=O @ Mtb UGM inh = -1.8

# The results go on:
SMILES,PrPC TRFRET,FadD28 binding,BoNT-F LC inh,BoNT-A LC inh2,Mtb BioA inh,Mtb UGM inh,GDH-TPI inh,FBA Mtb inh,CCHF vOTU inh
O=C1Cn2nnc(-c3ccccc3)c2C2c3ccccc3CCN12 (configuration not stated),-3,0.5,-6,0.4,-1.0,.,.,1,3
C=CCSc1nnc(-c2cc3c(s2)-c2ccccc2CC3)o1,6,-2.4,-10,3.6,-1.0,-1.1,9,+,-60
O=C(c1cc(C2CC2)nn1-c1ccccc1)N1CCN(S(=O)(=O)c2cccc(F)c2)CC1,3,-0.7,-2,0.3,-1.9,-0.6,-3,3,5
Cc1cc(=O)oc(C)c1C(=O)NCc1cccnc1,3,0.2,30,28,0.4,-1.8,27,2,4
COC(=O)Cn1c(=NC(=O)CSC(C)=O)sc2ccccc21,-4,-2.1,0,0.2,-2.0,-0.8,-4,-1,1
CN(C)CCOC(=O)CCCCCCCCC(=O)OCCN(C)C,-2,-3.3,?,?,.,1.3,-5,-2,-5
CCOC(=O)n1c2ccccc2c(=O)n1CCO,-4,-5.1,-8,-0.9,-0.3,.,.,-1,-5
CCOc1ccc(S(=O)(=O)N2CCC(C(=O)OC(C)C(=O)N(C)C3CCCCC3)CC2)cc1 (configuration not stated),6,0.3,4,0.1,0.8,3.6,0,-1,6
Fc1ccc(CSc2ncnc3c2ncn3C2CCCCO2)cc1 (configuration not stated),6,0.3,-3,-0.6,.,.,2,-1,-7
O=C(Nc1ccc(F)cc1F)c1cc(-c2ccco2)nc2ccccc12,-10,-4.2,16,0.6,-0.5,-0.6,2,16,-17
CC(C)N(C)c1ncnc2c1ncn2[C@H]1CN(Cc2ccc(Cl)cc2)C[C@@H](CO)O1,4,-1.4,2,-0.1,0.3,.,4,3,-6
CC(=O)N(C)c1ccc(NS(=O)(=O)c2cc(Cl)ccc2Cl)cc1,-4,-1.4,1,0.1,-0.9,1.7,0,1,-10
CC(C)CN(CC(C)C)C(=O)C1C2c3ccccc3C(c3ccccc32)C1C(=O)O (configuration not stated),2,-0.8,0,0.4,.,.,2,4,6
Cc1ccc(OCC(=O)Nc2ccncc2)cc1,10,?,?,-4.5,-1.7,-1.8,9,-3,-14
C/C(N)=C(/C#N)C(=O)CSc1nnnn1-c1ccccc1,5,-1.7,-16,0.0,.,0.3,4,-2,11
CCOC(=O)C1CCCN(C(=O)Cn2ncc3c([nH]c4ccc(C)cc43)c2=O)C1 (configuration not stated),-2,-1.9,9,-0.8,-0.4,1.1,12,19,12
CCN1CCCC1CNC(=O)CN(C)S(=O)(=O)c1ccc(Cl)cc1 (configuration not stated),-9,-2.2,14,-0.9,-9.1,-0.5,-7,-3,1
COc1cccc(NC(=O)COC(=O)Cn2c(C)csc2=O)c1,4,-4.0,5,-0.1,1.9,-1.0,-12,1,4
NC(=S)N/N=C/c1coc2ccc(Br)cc2c1=O,-2,-0.8,.,.,0.7,-0.4,2,-1,19
COc1ccc(-c2nc(C)ncc2-c2ccccc2)c(O)c1,-4,-4.2,1,0.4,0.1,1.6,7,1,-6
CCC(CO)Oc1cc(NCc2ccc(C)cc2)c2ncn(C(C)C)c2c1 (configuration not stated),-8,1.3,-5,-0.1,1.6,-2.2,9,3,11
CCCCn1c(CN2C(=O)c3ccccc3C2=O)nc2ccccc2c1=O,-6,-2.7,?,0.8,3.1,0.3,-3,2,3
CCC(C)NCCOc1cccc(Br)c1 (configuration not stated),3,-0.1,3,0.2,-0.5,-1.4,1,0,-2
Cc1cc(S(=O)(=O)NCc2cccnc2)ccc1-n1cnnn1,-2,0.2,0,-0.6,6.3,1.8,5,4,2
O=C(OCC(=O)N1CCCC1=O)C1COc2ccccc2O1 (configuration not stated),4,-1.8,-5,-0.7,.,-0.5,-4,5,4
CN1CCn2cnc(C(=O)NCc3ccc(CNC(=O)OC(C)(C)C)cc3)c2C1=O,-4,-3.1,0,-0.2,6.7,.,.,2,-3
O=C(Nc1ccc(F)cc1)C1CCCN(S(=O)(=O)c2ccc(-n3cnnn3)cc2)C1 (configuration not stated),0,-3.7,-5,-2.1,0.1,1.3,1,0,0
O=C(O)c1cc2nccc(-c3ccco3)n2n1,-15,-2.1,-3,-0.4,-1.4,1.0,36*,32*,-20
COc1ccc(C(=O)c2cc3c(cc2[N+](=O)[O-])OCCO3)cc1,-10,-3.0,-6,-0.7,.,1.4,13,2,-2
COC(=O)c1cccc(NC(=O)c2ccc3c(c2)C(=O)N(CC2CCCO2)C3=O)c1 (configuration not stated),-5,-1.6,4,0.7,-0.2,2.0,3,-6,4
COc1nc(OCC#N)nc(N(C)C)n1,0,-0.1,-7,-0.2,-2.0,0.5,-7,3,-2
COc1ccc(C(=O)c2c[nH]c(C(=O)N=CN(C)C)c2)cc1,-8,-0.1,1,0.2,.,-1.5,2,1,-9
O=C(Cn1nnc(-c2ccc(N3CCOCC3)cc2)n1)OC1CCCCC1,-7,1.8,4,1.6,-2.4,0.3,7,-2,-1
Cc1cc(OCCOCCN2CCCC2)ccc1C(C)C,-3,-4.8,-5,0.1,.,-0.1,-2,1,-1
O=C(COc1ccc(Cl)cc1Br)Nc1cccc(S(=O)(=O)N2CCCC2)c1,-1,-1.1,-5,0.2,0.6,-0.5,6,1,-1
COc1ccc(-n2ncc3c(N4CCc5ccccc54)ncnc32)cc1,0,0.2,-1,0.0,-0.2,-1.3,11,4,-8

# Limited to BoNT-F LC inh, for 2 of the compounds above:
Molecule	BoNT-F LC inh
COc1nc(OCC#N)nc(N(C)C)n1	-7
COc1ccc(C(=O)c2c[nH]c(C(=O)N=CN(C)C)c2)cc1	1

# Other entries
SMILES,PrPC TRFRET,FadD28 binding,BoNT-F LC inh,BoNT-A LC inh2,Mtb BioA inh,Mtb UGM inh,GDH-TPI inh,FBA Mtb inh,CCHF vOTU inh
COc1ccc(/C=N/n2c(N)nc3ccccc32)cc1OC,-11,3.3,7,0.2,-0.1,-0.8,30,1,13
Cc1cc(C)cc(NC(=O)N2CCCN(c3ncccc3[N+](=O)[O-])CC2)c1,-22,0.6,-3,0.4,-0.5,-2.6,-1,-4,14
COc1cccc(C(=O)NCCS(=O)(=O)NCc2cccs2)c1,5,-0.7,?,?,.,0.2,4,4,-6
CCCN1C(=O)c2ccccc2NC1c1ccc(C)cc1 (configuration not stated),10,-2.4,-7,-1.7,.,0.1,3,78*,-85
O=C(CN(Cc1ccccc1)C(=O)c1cccc([N+](=O)[O-])c1)Nc1c(Cl)cc(Cl)cc1Cl,0,0.8,-11,-0.3,-2.0,0.7,5,5,-6
O=C(C[n+]1cccc(Br)c1)c1ccc(-c2ccccc2)cc1,-3,-16,15,1.9,-0.1,1.5,7,-3,-3
CCOC(=O)c1c(NC(=O)C(c2ccccc2)c2ccccc2)sc2c1C1CCN2CC1,9,-2.4,0,-0.1,0.3,-0.4,-5,6,21
CCOC(=O)Cc1c(-c2cccc(Cl)c2)nc2c3ccccc3ccn12,3,.,-1,0.0,.,.,.,.,3
C=CCSc1nc2c(c(-c3ccsc3)c1C#N)CN(C)CC2,-8,-3.3,?,-3.0,-1.0,-2.3,6,0,-5
C=CCNC(=S)Nc1ccc2nc(C)c(C)nc2c1,-7,-0.6,2,?,-0.1,-2.3,19,4,3
CC(C)[C@H](NC(=O)c1ccccc1F)C(=O)OCC(=O)NC1CC1,0,.,-5,-0.3,-1.9,-0.5,2,5,9
Nc1cc(N)nc(SCc2nnnn2-c2ccc(Cl)cc2)n1,3,-3.2,-6,0.4,2.0,0.2,-8,-2,2
CC(C)Nc1nc(NC2CCCC2)nc(N2CCOCC2)n1,11,-1.5,-15,-2.7,-1.1,.,13,4,4
CC1Oc2ccccc2N(CC(=O)N2CCCC2)C1=O (configuration not stated),0,0.7,20,0.2,-2.2,2.1,-6,3,-7
